Giardia FBPA inh: blocks Giardia fructose-bisphosphate aldolase activity | A8B2U2 | purified Giardia FBPA | Potency, µM (highest dose often 59.6 µM), inactives show at the highest dose activity, negative = inhibition, usual class: inhibitors | 290,000 compounds, 0.71% hits | AID 2451; note: potency is the fitted concentration of half-maximal effect; % is set by controls: 0 for no effect and ±100 for the full control effect; nearly all actives have a fitted effect of over 55% in size
Target sequence (A8B2U2 whole entry, looked up): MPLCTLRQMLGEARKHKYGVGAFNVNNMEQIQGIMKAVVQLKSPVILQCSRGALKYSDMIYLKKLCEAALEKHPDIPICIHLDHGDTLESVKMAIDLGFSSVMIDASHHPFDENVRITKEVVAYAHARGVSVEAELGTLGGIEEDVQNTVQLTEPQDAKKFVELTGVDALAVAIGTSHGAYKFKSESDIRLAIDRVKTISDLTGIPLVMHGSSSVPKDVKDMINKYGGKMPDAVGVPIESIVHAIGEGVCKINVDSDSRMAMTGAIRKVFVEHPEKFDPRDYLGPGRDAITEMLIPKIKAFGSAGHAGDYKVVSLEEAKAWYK
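Giardia FBPA (40 nM reagent) was preincubated 10 min at RT with compound (up to 57.5 uM final), then substrate plus GAPDH/TPI/NAD/arsenate coupling system with diaphorase/resazurin was added; resorufin fluorescence (525/598 nm) was read after 20 min.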
Pf growth 96h: P. falciparum growth inhibition at 96 hour, primary screen for plastid delayed-death inhibitors; Potency, µM (highest dose often 28.7 µM), for the others: at the highest dose activity change, negative = inhibition, most hits filed as inhibitors; P. falciparum luciferase reporter growth, 96 h; 320,000 compounds, 6.9% hits; AID 504834; note: potency is the fitted concentration of half-maximal effect; % is set by controls: 0 for no effect and ±100 for the full control effect
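P. falciparum expressing integrated firefly luciferase grown in erythrocytes (2% hematocrit, 0.05% parasitemia final) with compounds for 96 hours at 37 C, 5% CO2. Growth inhibition read as loss of luminescence after adding luciferase detection reagent.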
Pf growth 48h: P. falciparum growth inhibition at 48 hours (one generation); P. falciparum luciferase growth in erythrocytes, 48 h; Potency, µM (titrated, usually from 28.7 µM), inactives show top-dose activity change, negative = inhibition, actives largely listed as inhibitors; 310,000 compounds, 5.9% hits; note: potency is the fitted concentration of half-maximal effect; % is set by controls: 0 for no effect and ±100 for the full control effect
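Luciferase-expressing P. falciparum in infected erythrocytes (2% hematocrit, 0.1% parasitemia final) in RPMI 1640/0.5% Albumax were exposed to compound for 48 hours at 37 C, 5% CO2; growth read as luminescence.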
HCV inh: blocks hepatitis C virus; Potency, µM (titrated, usually from 41.8 µM), without a hit: at the highest dose activity change, negative = inhibition, hits mostly inhibitors; Huh7.5.1 HCVcc-Cre infection, luciferase reporter, 44 h; 340,000 compounds, 3.4% hits; note: potency is the fitted concentration of half-maximal effect; % is set by controls: 0 for no effect and ±100 for the full control effect
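Antiviral activity was scored by luciferase reporter output from cells infected with HCVcc-Cre (~0.5 moi) in presence of compound, 44 h infection period, cells seeded 1,000/well 4 h prior.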
Cycloheximide cs: counter-screen hit for Shiga toxin inhibitors, cycloheximide | cell reporter, cycloheximide protein synthesis inhibition counterscreen | max response, % | 300,000 compounds, 12% hits; in the data active = max response mostly above about 13%, no sharp cut-off; inactive = mostly below about 14%; note: read at 38.3 µM for the half of the compounds with a filed dose; 0% is about no effect
Shiga toxin inh: Shiga toxin inhibition. 290,000 compounds, 9.2% hits. inhibition, % at 38.7 µM. Vero cells, Shiga toxin protein synthesis inhibition reporter; in the data active = inhibition mostly above about 28%, no sharp cut-off; inactive = mostly below about 43%; note: 0% is about no effect
The depositor's hits bear a star; ? = inconclusive; . = no result given; [ ] = dose if it differs, or a comment. Unless noted, calls come from the whole dose curve; as a rule, active = well fitted curve in the direction sought with a large enough effect; inconclusive = small, poorly fitted or top-dose-only effect, or another doubt; inactive = no such curve, though single readings can be large; an effect the other way counts as inactive or inconclusive.

#1 O=C(NCCc1ccccc1Cl)C1CCN(S(=O)(=O)c2cccs2)CC1
#2 Cc1ccc(C(=O)OCC(=O)c2cc(C)n(CC3CCCO3)c2C)cc1 (stereo unspecified)
#3 Cc1cc2c(c(=O)n1Cc1cccnc1)C(c1ccc(F)cc1)C(C#N)=C(N)O2 (stereo unspecified)
#4 Cc1ccc2[nH]c(=O)c(CN(CC3CCCO3)C(=S)NCc3ccco3)cc2c1 (stereo unspecified)
#5 CCOC(=O)c1ccc(Oc2nc(NC)nc(OC)n2)cc1
#6 CC(=O)c1sc(NC(=O)c2cnc(Cl)c(Cl)c2)nc1C
#7 Cc1ccc2oc(C(=O)N3CCN(Cc4ncccc4C)CC3)c(C)c2c1
#8 COCCOCC(O)CN1CCN(c2ccccc2)CC1 (stereo unspecified)

assay / entry	1	2	3	4	5	6	7	8
Giardia FBPA inh	5.1%	-1.8%	-7.5%	0.2%	2.7%	?	.	-12.5%
Pf growth 96h	.	102.7%[activator]	?	?	1.3%	119.8%[activator]	?	?
Pf growth 48h	-19.3%	103.3%[activator]	?	?	13.1µM*	102.2%[activator]	-12.1%	22.4%
HCV inh	?	?	-24.7%	-11.5%	12.5%	-11.1%	.	0.7%
Cycloheximide cs	0.9	40.0*	-4.7	-1.7	-0.8	14.2*	-1.2	-4.4
Shiga toxin inh	-15.2	107.5*	-4.2	-9.5	-3.0	84.0*	14.4	-11.0

#9 O=C(C1CC1)N1CCC(c2nc(-c3ccc(S(=O)(=O)N4CCCC4)cc3)no2)CC1
#10 COc1cccc(CNC(=O)C2CCN(S(=O)(=O)N3CCCCC3)CC2)c1
#11 CC(C)(C)NC(=O)NC(=O)CN1CCN(c2ccc(O)cc2)CC1
#12 Cc1ccc(N(C(=O)CS(=O)CC(=O)Nc2ccc(F)cc2)C(C(=O)NC2CCCCC2)c2ccco2)cc1 (stereo unspecified)
#13 CC(NC(=O)C1CCCN(S(=O)(=O)c2cnc[nH]2)C1)c1ccccc1 (stereo unspecified)
#14 OCCC1CN(Cc2ccc3c(c2)CCO3)CCN1C1CCCC1 (stereo unspecified)
#15 COc1ccc(-c2nc3ncccn3c2Br)cc1
#16 CCOC(=O)c1nn(-c2ccccc2)cc1O

assay / entry	9	10	11	12	13	14	15	16
Giardia FBPA inh	1.1%	0.9%	?	4.5%	1.8%	2.1%	-4.5%	-8.3%
Pf growth 96h	?	?	?	-29.7%	77.5%[activator]	38.4%[activator]	17.9%	90.5%[activator]
Pf growth 48h	.	-1.5%	?	?	.	14.1%	134.0%[activator]	64.8%[activator]
HCV inh	?	-20.6%	?	12.9%	15.3%	-10.3%	-15.8%	6.4%
Cycloheximide cs	-2.8	0.7	5.9	2.7	-6.0	-1.6	27.7*	22.9*
Shiga toxin inh	-17.8	25.5	-5.0	12.0	-18.1	-12.9	73.1*	55.5*

#17 COc1ccc(CCC(=O)N2CCC3(CC2)OCCO3)cc1
#18 COc1ccc(OCCOc2ccccc2[N+](=O)[O-])cc1
#19 Cc1csc(=O)n1CC(=O)OCC(=O)Nc1cc([N+](=O)[O-])ccc1Cl
#20 Cc1ccc(S(=O)(=O)N2CCOCC2)cc1NC(=O)COC(=O)C1=COCCO1
#21 S=C1NC2(CCCCC2)N=C1c1ccccc1
#22 O=C(Cn1cnc([N+](=O)[O-])n1)N/N=C/c1cccc2ccccc12
#23 CC(C)c1ccc(/C=C/C(=O)N2CCc3ccccc3C2)cc1
#24 O=C(OCn1nnc2ccccc2c1=O)c1ccc(N2CCOCC2)c([N+](=O)[O-])c1

assay / entry	17	18	19	20	21	22	23	24
Giardia FBPA inh	7.3%	-2.9%	.	.	3.0%	-4.6%	3.4%	2.0%
Pf growth 96h	0.4%	-13.6%	16.9%	-15.4%	-1.5%	?	33.6%[activator]	0.0%
Pf growth 48h	1.1%	86.5%[activator]	-10.4%	?	?	39.8%[activator]	5.7%	13.7%
HCV inh	25.2%	-17.4%	19.0%	2.9%	11.0%	-1.6%	3.5%	?
Cycloheximide cs	9.5	38.7*	.	.	-0.9	-1.1	-2.9	10.7
Shiga toxin inh	3.3	25.6	.	.	-3.0	10.7	-10.2	2.4

Of the compounds above, 5 contain an aryl methoxy group.
#5 CCOC(=O)c1ccc(Oc2nc(NC)nc(OC)n2)cc1
#10 COc1cccc(CNC(=O)C2CCN(S(=O)(=O)N3CCCCC3)CC2)c1
#15 COc1ccc(-c2nc3ncccn3c2Br)cc1
#17 COc1ccc(CCC(=O)N2CCC3(CC2)OCCO3)cc1
#18 COc1ccc(OCCOc2ccccc2[N+](=O)[O-])cc1

assay / entry	5	10	15	17	18
Giardia FBPA inh	2.7%	0.9%	-4.5%	7.3%	-2.9%
Pf growth 96h	1.3%	?	17.9%	0.4%	-13.6%
Pf growth 48h	13.1µM*	-1.5%	134.0%[activator]	1.1%	86.5%[activator]
HCV inh	12.5%	-20.6%	-15.8%	25.2%	-17.4%
Cycloheximide cs	-0.8	0.7	27.7*	9.5	38.7*
Shiga toxin inh	-3.0	25.5	73.1*	3.3	25.6

(further entries)
#25 O=c1cc(CN2CC(O)Cc3ccc4ccccc4c32)nc2sccn12 (stereo unspecified)
#26 CCNc1nc(NCC)n2c(SCC(=O)O)nnc2n1
#27 Cc1cc(S(=O)(=O)N2CC(=O)N(CCc3ccccc3)C(=O)C2)ccc1F
#28 Cc1cc2nc(-c3ccc[nH]c3=O)n(Cc3ccc(F)cc3)c2cc1C
#29 CCOC(=O)C1CCCN(C(=O)COc2ccccc2F)C1 (stereo unspecified)
#30 Cc1c(C(=O)N2CCC(C)CC2)cccc1[N+](=O)[O-]
#31 Cc1ccc(S(=O)(=O)N(C)C)cc1NC(=O)COC(=O)CCC1CCCCC1
#32 COc1ccc(C(=O)N/C(=C\c2ccc3c(c2)OCO3)C(=O)Nc2ccc(C(=O)O)cc2)cc1

assay / entry	25	26	27	28	29	30	31	32
Giardia FBPA inh	?	2.2%	0.6%	-3.9%	3.7%	1.8%	.	10.9%
Pf growth 96h	?	.	33.9%[activator]	-11.3%	8.1%	?	18.8%	?
Pf growth 48h	13.6%	-2.8%	-3.3%	-4.4%[0.00184 µM]	0.1%	16.2%	?	-32.9%[5.75 µM]
HCV inh	-17.4%	10.5%	6.3%	4.3%	12.4%	7.3%	6.4%	-12.3%
Cycloheximide cs	-1.6	-2.7	-0.9	11.6*	-1.0	-2.6	.	-1.1
Shiga toxin inh	-16.0	-5.5	-11.9	22.8	-2.7	-6.2	.	-1.0

#33 C[C@H](O)C(=O)Nc1c(I)c(C(=O)NC(CO)CO)c(I)c(C(=O)NC(CO)CO)c1I
#34 Cc1ccc(NC(=O)N2CCC(O)(c3cccnc3)CC2)cc1
#35 CCOC(=O)C1=C(CS(=O)(=O)c2ccccc2)NC(=O)NC1c1ccccc1OCC (stereo unspecified)
#36 CC(NC(=O)C1CCN(S(=O)(=O)c2ccc3c(c2)NC(=O)CO3)CC1)c1ccccc1 (stereo unspecified)
#37 O=c1[nH]n2c(=O)c3c([nH]c2c1N=Nc1cccc(C(F)(F)F)c1)CCCC3
#38 CCCNc1c(NS(=O)(=O)c2ccc(C)c(C)c2)c(=O)oc2ccccc12
#39 Clc1ccc(OCc2nc(-c3ccccn3)no2)c(Br)c1
#40 COc1ccc(-c2nc(CSCC(=O)NCc3ccco3)c(C)o2)cc1

assay / entry	33	34	35	36	37	38	39	40
Giardia FBPA inh	10.3%[21.7 µM]	1.6%	-12.1%	-3.1%	3.7%	.	-2.5%	-1.2%
Pf growth 96h	6.5%[12.8 µM]	?	?	11.8%	?	37.0%[activator]	38.6%[activator]	.
Pf growth 48h	6.6%[12.8 µM]	-12.1%	.	13.7%	13.1µM*	13.6%	190.3%[activator]	?
HCV inh	.	5.3%	-18.4%	7.2%	6.9%	1.9%	?	-8.3%
Cycloheximide cs	.	-0.6	-1.2	-2.1	-1.1	-8.1	41.8*	7.2
Shiga toxin inh	.	52.8	-7.3	-9.2	10.3	-6.7	66.1*	15.7

#41 COC(=O)CN(c1cccc(F)c1)S(C)(=O)=O
#42 CCOc1cc2c(cc1/C=C/C(=O)O)OC(C)C2 (stereo unspecified)
#43 O=C(CN1CCN(Cc2ccccc2)CC1)Nc1cccc(Cl)c1
#44 O=C(NCc1ccccc1Cl)C1CCC(=O)N(C2CCCC2)C1 (stereo unspecified)
#45 Cc1nn(Cc2ccccc2)c(Cl)c1C(=O)OCC(=O)NC(=O)NC12CC3CC(CC(C3)C1)C2
#46 Cc1sc2nc(COC(=O)c3c(F)cccc3F)[nH]c(=O)c2c1C
#47 CCOc1ccc2nc(N3CCCC(C(=O)N4CCN(CC)CC4)C3)sc2c1 (stereo unspecified)
#48 O=C(CSc1ncn[nH]1)Nc1ccc(OCc2ccccc2)cc1

assay / entry	41	42	43	44	45	46	47	48
Giardia FBPA inh	1.5%	7.9%	5.9%	-1.2%	1.8%	1.1%	?	0.3%
Pf growth 96h	.	76.9%[activator]	0.7%	?	0.0%	-17.4%	-13.9%	98.8%[activator]
Pf growth 48h	1.6%	3.1%	3.4%	6.6%	?	-9.9%	.	228.3%[activator]
HCV inh	6.8%	1.3%	-0.2%	9.9%	1.1%	2.6%	-19.5%	2.3%
Cycloheximide cs	-0.8	-1.4	1.5	-0.8	0.5	2.1	25.5*	33.6*
Shiga toxin inh	-8.4	-4.2	-4.7	0.6	-8.0	5.3	38.4	145.1*

#49 O=C(O)c1ccccc1C(=O)NC1CCCCNC1=O (stereo unspecified)
#50 Cc1[nH]c2ccccc2c1C(=O)COC(=O)C1CC(=O)N(Cc2ccco2)C1 (stereo unspecified)
#51 CC1CC(C)CN(CCCNC(=O)c2ccc3c(SCC(=O)O)c4c(nc3c2)CCC4)C1 (stereo unspecified)
#52 Cn1c(SCC(=O)c2ccccc2)nnc1-c1cccs1
#53 CC1(C)C(=O)OC(c2cccs2)C(C)(C)C1=O (stereo unspecified)
#54 O=C(NC(=S)Nn1cnc2c(cnn2-c2ccccc2)c1=O)c1ccc(Cl)cc1
#55 CCN(c1ccccc1)S(=O)(=O)c1nnc(NC(=O)CC(C)C)s1
#56 S=C(NCCCn1ccnc1)Nc1cccc(Cl)c1
#57 CN(CC1COc2ccccc2O1)C(=O)CSc1ncnc2sccc12 (stereo unspecified)
#58 CCOc1cc(C#N)c(NC(=O)c2ccco2)cc1OCC

assay / entry	49	50	51	52	53	54	55	56	57	58
Giardia FBPA inh	0.7%	7.6%	-10.0%	2.5%	1.0%	26.7%	13.1%	0.0%	.	-1.3%
Pf growth 96h	-0.1%	15.8%	3.5%	1.2%	1.85µM*	35.2%[activator]	?	34.0%[activator]	-26.6%	14.7%
Pf growth 48h	?	21.2%	-7.9%	-0.5%	3.1%	0.4%	-19.9%	?	?	33.5%[activator]
HCV inh	1.1%	5.1%	8.0%	-1.2%	27.3%	8.8%	8.4%	-3.8%	-16.5%	-20.2%
Cycloheximide cs	0.6	-4.2	4.1	25.3*	-5.0	4.5	-2.0	-0.8	.	-2.8
Shiga toxin inh	27.1	-2.4	-2.0	86.3*	-15.7	17.3	17.6	-22.6	.	25.1

Compound activity (PubChem BioAssay)
